Assay outcomes (PubChem)
LANA DNA inh = blocks KSHV LANA C-terminal domain binding to DNA. MBP-C-LANA/FAM-LBS DNA binding, fluorescence polarization. inhibition, % at 9 µM. 340,000 compounds, 0.078% hits. AID 504423;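 active means highest replicate inhibition at or above 60% at 9 µM, even if other replicates fall short; inactive means all replicates below 60% inhibition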;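 further: 0% = neutral control wells and 100% = 4 µM acridine orange control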
Pemphigus Ab inh = blocks pemphigus antibody binding to human desmoglein-3. P32926. DSG3-coupled beads, scFv-anti-DSG3-GFP binding, flow cytometry; stronger effect = lower value. 310,000 compounds, 0.48% hits. binding (percent of control), % at 10 µM;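 active means binding more than 3 SD below its plate's average and above zero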; further: some compounds called inactive have numbers as strong as hits
DAGLB inhibitor = diacylglycerol lipase beta (human) inhibition; 340,000 compounds, 0.059% hits; inhibition, % at 5.17 µM; HEK293T DAGLB membrane lysate, EnzChek fluorogenic substrate; in the data active means inhibition above about 34%;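 further: 0% = enzyme with vehicle and 100% = wells lacking enzyme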
Target sequence (Q8NCG7 whole entry, looked up): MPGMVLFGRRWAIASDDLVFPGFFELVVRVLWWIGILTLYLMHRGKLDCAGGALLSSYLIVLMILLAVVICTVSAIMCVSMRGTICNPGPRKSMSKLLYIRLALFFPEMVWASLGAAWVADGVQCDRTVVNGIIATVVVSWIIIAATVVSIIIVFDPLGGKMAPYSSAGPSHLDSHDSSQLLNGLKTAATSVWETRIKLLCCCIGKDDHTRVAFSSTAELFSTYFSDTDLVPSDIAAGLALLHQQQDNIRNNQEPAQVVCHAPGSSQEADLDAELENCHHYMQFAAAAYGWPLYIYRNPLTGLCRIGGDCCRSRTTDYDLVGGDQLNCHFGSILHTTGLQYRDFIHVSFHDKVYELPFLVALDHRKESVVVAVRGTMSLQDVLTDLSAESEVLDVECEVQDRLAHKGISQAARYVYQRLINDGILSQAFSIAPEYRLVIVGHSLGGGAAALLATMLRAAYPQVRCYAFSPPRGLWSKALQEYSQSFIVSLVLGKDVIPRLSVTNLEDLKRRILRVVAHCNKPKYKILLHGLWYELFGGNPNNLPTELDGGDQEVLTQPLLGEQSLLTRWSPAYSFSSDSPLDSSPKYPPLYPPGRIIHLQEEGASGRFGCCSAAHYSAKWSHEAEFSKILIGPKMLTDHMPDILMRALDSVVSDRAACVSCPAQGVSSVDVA
V-ATPase pHluor = alters yeast V-ATPase proton transport. 350,000 compounds, 0.37% hits. response, % at 10 µM. S. cerevisiae, pHLuorin cytosolic pH fluorescence. AID 504577; in the data active means response mostly above about 7.3%, no sharp cut-off; inactive means mostly below about 5.4%; further: actives read high; inactives centre near 0; some compounds called inactive have numbers as strong as hits; reference of the scale not given here
Keap1 Nrf2 FP = Keap1-Nrf2 (human) interaction inhibition | Q14145 | Keap1 Kelch-Nrf2 peptide fluorescence polarization, 1536-well | inhibition, % at 9.4 µM | 340,000 compounds, 0.15% hits | AID 504523; in the data active means inhibition above about 12%;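 further: human Keap1 Kelch domain with fluorescein labeled Nrf2 9mer peptide probe; 0% = neutral control wells and 100% = peptide positive control; higher means more block of Keap1 binding to Nrf2 peptide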
NSD2 inh = NSD2 (human) methyltransferase inhibition | O96028 | NSD2 peptide methylation, AlphaScreen, 120 min | inhibition, % at 12.5 µM | 310,000 compounds, 0.54% hits; in the data active means inhibition above about 50%
CAL PDZ FP-1 = inhibitors of human CAL PDZ peptide binding. 300,000 compounds, 0.92% hits. Q9HD26. AID 602252. inhibition, % at 24.9 µM. purified CAL PDZ, TMR-peptide fluorescence polarization, 1 h;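 active means mean inhibition of at least 30% with at least half of replicates also reaching 30%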;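 further: 0% = DMSO neutral control and 100% = excess unlabeled competitor peptide PRC23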
RTF Ca sens inh = cardiac RTF calcium desensitization; inhibition, % at 7.15 µM; IANBD-labeled cardiac RTF, Ca2+ fluorescence; 340,000 compounds, 0.12% hits; AID 493244;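 active means inhibition above the mean inhibition of all tested compounds plus 3 SD, cut at about 17% in these data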;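 further: assay run at fixed EC70 calcium of 1.6 mM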
Arr AP2 block = blocks beta-arrestin peptide binding to AP2 adaptin; FITC-arrestin peptide / GST-AP2 beads, flow cytometry; AP2 beta2 appendage carries R879A mutation; inhibition, % at 10 µM; 340,000 compounds, 0.31% hits;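 active means inhibition above a set limit, near 3 SD of compounds lacking own fluorescence, cut at about 54% in these data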;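 further: plate controls were DMSO wells for no effect and 5 µM unlabelled arrestin peptide for full effect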
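System: GST-AP2 R879A bound to glutathione beads, E. coli-expressed. Also added: 50 nM FITC-arrestin peptide. Schedule: compound with beads 12 min RT, then probe 1 h RT. Signal: bead flow cytometry, FITC channel. Read-out basis: percent response.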
CAL PDZ FP-2 = human CAL PDZ-peptide interaction inhibition; purified CAL PDZ, TMR-peptide fluorescence polarization, 1 h; AID 504414; 330,000 compounds, 0.02% hits; inhibition, % at 20 µM;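 active means highest replicate inhibition of at least 40%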;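 further: plate controls were DMSO neutral control wells for no effect and unlabeled competitor peptide control wells for full effect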
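System: purified tagged CAL PDZ domain construct (CerCALP). Schedule: 1 h incubation at room temperature before polarization reading. Medium: 25 mM sodium phosphate pH 7.4, 150 mM NaCl, TCEP, IgG, Thesit. Read-out: percent inhibition from loss of millipolarization. Measured by: FP readout, S and P plane fluorescence. Probe or stimulus: fluorescent TMR peptide probe.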
Numbers without * were called inactive; · = no result given.

Structure,LANA DNA inh,Pemphigus Ab inh,DAGLB inhibitor,V-ATPase pHluor,Keap1 Nrf2 FP,NSD2 inh,CAL PDZ FP-1,RTF Ca sens inh,Arr AP2 block,CAL PDZ FP-2
O=c1c(-c2ccc(O)cc2)coc2cc(O)ccc12,1.8,110.8,3.9,-2.1,-7.0,·,-8.3,8.6,-1.3,-0.6
COc1cc2ncc(S(=O)(=O)c3ccccc3)c(N3CCC4(CC3)OCCO4)c2cc1OC,-0.8,109.1,-4.1,-3.5,-3.0,3.0,5.2,-20.3,5.0,-2.0
Oc1cc(Nc2ccccc2)cc2cccnc12,2.7,104.2,4.8,2.8,-0.2,·,1.2,2.1,-5.6,1.4
COc1ccc(C2c3cc4c(cc3OC(N3CCOCC3)C2C)OCO4)c(OC)c1 (configuration not stated),1.3,96.6,-3.7,5.4,-4.9,-0.9,-3.3,-5.9,6.3,-1.5
Cc1cc(C(=O)COC(=O)Cc2c(F)cccc2Cl)c(C)n1C,·,99.3,-8.9,0.0,·,-5.6,·,·,·,·
CCS(=O)(=O)c1ccc(O)c(NC(=O)/C=C/c2ccccc2)c1,0.3,101.4,1.4,6.0,1.7,0.2,-3.2,-7.3,19.5,-1.1
O=C(Nc1ccc(S(=O)(=O)N2CCCC2)cc1)C1CC(=O)N(c2ccc(F)cc2)C1 (configuration not stated),-3.5,106.2,-1.1,-5.5,-1.5,0.3,-4.3,2.0,12.8,-0.5
Cc1ccc([C@@H]2CC=C(C(=O)O)CN2S(=O)(=O)c2ccccc2C)cc1,1.5,103.1,5.0,1.1,-1.3,·,-1.8,0.1,9.2,-0.8
Cc1ccccc1-c1nc2ccccc2o1,0.4,101.0,-5.6,0.2,4.0,-1.0,-1.6,5.5,-2.0,-1.1
CCC(CO)N=CC1=C(O)CC(c2ccccc2)CC1=O (configuration not stated),0.3,103.2,-0.3,-0.2,0.5,-1.6,1.4,-3.3,28.1,0.6
CC(=O)n1cc(/C=N/NC(=O)c2cccc(O)c2)c2ccccc21,-0.8,104.1,-2.4,2.3,-3.5,0.3,-5.0,-6.1,-10.6,-1.5
CC(=NC1CC1)c1c(-c2ccccc2)[nH]n(-c2nc3ccccc3s2)c1=O,2.1,99.2,2.3,0.0,-1.3,-0.1,·,-12.7,0.7,-3.8
C/C(=N\NC(=O)c1nn(C)c(C)c1Br)c1cccc(NC(=O)c2ccoc2C)c1,-0.1,113.5,1.6,1.6,-1.2,-0.8,-8.0,-3.9,2.2,-0.1
Cn1c(SCC(=O)Nc2cccc(F)c2)nnc1-c1cc2ccccc2o1,1.0,103.8,-0.8,-0.2,-7.5,-1.2,0.6,-3.9,-2.7,0.2
CC1=CC(c2ccccc2)NC(=S)N1 (configuration not stated),0.9,100.9,-1.2,-0.3,-3.1,0.3,-3.8,11.5,-14.6,0.0
Cc1nn(Cc2ccccc2)c(C)c1NC(=O)c1cccs1,1.4,108.8,-1.7,1.6,-0.9,-6.3,-1.9,-1.8,3.7,-2.0
O=P(NC1CCCCC1)(c1ccccc1)c1ccccc1,-0.2,88.1,-2.2,-2.0,-6.8,-1.3,·,8.2,-11.2,0.0
COC(=O)c1ccc(CNCC(=O)Nc2ccc(C(=O)OC)cc2)cc1,1.1,108.5,-1.5,-3.3,-1.1,-2.1,1.5,-10.6,7.4,-2.7
COc1ccc(NC(=O)COc2ccc3c(c2)CCC3)cc1S(N)(=O)=O,2.3,104.0,0.3,4.0,4.6,-0.5,13.8,-1.6,-2.7,-0.8
CC(=O)c1ccc(NC(=O)CSc2nc(Nc3ccccc3)nc(N3CCOCC3)n2)cc1,0.9,104.1,-4.6,0.0,-4.0,0.8,0.9,4.7,-14.1,-0.4

(more compounds)
Structure,LANA DNA inh,Pemphigus Ab inh,DAGLB inhibitor,V-ATPase pHluor,Keap1 Nrf2 FP,NSD2 inh,CAL PDZ FP-1,RTF Ca sens inh,Arr AP2 block,CAL PDZ FP-2
O=C(CSc1nnc2ccccn12)NCCc1ccc(Cl)cc1,-3.7,97.6,-1.1,-2.1,-0.5,-6.0,-6.4,-2.8,-10.5,-1.5
CC(C)CN(C(=O)CN1CCN(c2ccccc2F)CC1)c1c(N)n(CC(C)C)c(=O)[nH]c1=O,2.4,105.5,-0.4,2.6,2.5,-2.0,1.8,-13.8,6.0,-0.5
O=C(COc1ccc(Cl)cc1)N(Cc1ccco1)C1CCS(=O)(=O)C1 (configuration not stated),1.5,104.9,3.4,1.2,-2.2,-1.7,-11.5,-11.9,35.7,-3.5
Cc1ccccc1CN1C[C@@H]2C[C@@H](c3ccc4nsnc4c3)N3CCC[C@@]23C1=O,0.4,101.2,-0.9,-2.1,-6.9,3.9,·,-13.9,-0.2,-5.3
O=C(NC1(C(F)(F)F)N=C(c2ccccc2)NC1=O)c1ccccc1F (configuration not stated),-0.1,102.5,-2.5,-1.4,0.5,1.4,3.3,-14.0,-5.6,-0.5
Cc1ccc(Cl)c(NC(=O)COC(=O)c2cc[n+]([O-])cc2)c1Cl,-2.9,126.3,1.5,-2.7,-6.5,·,-4.6,0.8,2.8,-1.4
O=C(CN1C(=O)C2CCCCC2C1=O)Nc1ccccc1N1CCCC1 (configuration not stated),-1.6,99.3,2.0,-4.4,2.8,2.1,-4.0,-5.8,4.3,-3.7
COc1cc2cc(CN(CCO)C(=O)c3cccs3)c(=O)[nH]c2cc1OC,-1.7,101.1,1.6,-1.4,-3.0,-1.6,-3.6,-5.7,-3.8,·
COc1ccc(NC(=O)COC(=O)CNC(=O)c2cc(OC)c(OC)c(OC)c2)cc1,0.5,79.7,2.3,0.1,-4.1,-3.4,1.5,4.0,-5.9,-1.3
O=C(Nc1ccc(-n2cccn2)cc1)C1CCCCN1Cc1cccc2c1OCO2 (configuration not stated),-0.5,·,-0.3,-0.5,3.3,-8.9,1.5,1.7,15.4,-3.2
COc1ccc2c(c1)c(=O)oc1cc(OC(C(=O)O)c3ccccc3)ccc12 (configuration not stated),0.6,·,5.0,3.0,-6.2,-2.0,-12.1,0.2,-5.5,·
O=C(NCCOc1ccccc1)c1cccc2c1C(=O)c1ccc(Cl)cc1S2(=O)=O,-0.9,105.3,-2.0,-0.2,5.2,·,-0.6,-7.5,5.9,0.7
Cc1ccc(OCCCn2c(=O)oc3ccccc32)cc1,2.8,100.7,-20.1,-3.8,-2.7,-6.6,-2.1,-8.1,-3.2,0.9
CC1CCN(S(=O)(=O)c2ccc(F)c(C(=O)O)c2)CC1,1.0,102.8,-2.9,-3.5,-3.2,0.1,-2.5,-3.1,5.0,-0.5
O=C(NNc1nc(-c2ccc(Br)cc2)cs1)c1ccco1,1.8,100.1,1.7,5.2,-3.0,-1.5,-3.8,-1.2,-20.0,-1.9
CCCC(=O)N1CC(=O)Nc2ccc(C)cc2C1c1ccc(F)cc1 (configuration not stated),1.9,107.2,-0.1,-3.0,-7.3,·,·,-10.3,-2.2,-0.3
Oc1ccc(-c2csc(Nc3ccccn3)n2)cc1O,31.6,107.0,6.0,0.5,-1.0,30.8,-2.5,-8.7,9.4,-0.8
CCc1cc(=O)oc2cc(OCC(=O)N3CCC(C(=O)O)CC3)ccc12,-0.5,96.3,-1.2,-3.5,1.3,·,2.5,-0.2,5.2,0.2
CC(=O)Nc1c(-c2ccc(C)cc2)nc2ccc(Cl)cn12,·,98.5,-0.7,1.5,·,-0.8,·,·,·,·
Cc1cc(Nc2cccc(C(=O)O)c2)n2ncnc2n1,9.9,100.6,-1.4,0.4,2.4,1.0,-11.2,3.6,35.8,-0.9

Remaining list, next part.
Structure,LANA DNA inh,Pemphigus Ab inh,DAGLB inhibitor,V-ATPase pHluor,Keap1 Nrf2 FP,NSD2 inh,CAL PDZ FP-1,RTF Ca sens inh,Arr AP2 block,CAL PDZ FP-2
C[C@]12c3[nH]c4ccccc4c3CCN1C(=O)C(CC(=O)NCc1ccco1)C[C@@H]2C(=O)N1CCOCC1 (some centres not stated),-0.5,93.4,-0.7,0.3,0.1,·,0.6,0.2,14.6,0.8
CCOC(=O)C(CCSC)NC(=O)CN (configuration not stated),0.2,102.8,-0.8,-0.3,-0.2,2.0,-3.0,-1.4,7.1,-0.5
COc1ccc2[nH]cc(CCNC(=S)NCCc3ccccc3)c2c1,-2.3,103.0,1.7,-2.6,-7.9,·,-6.5,5.5,8.2,0.5
CC(C(=O)O)C1SC(=O)NC1=O (configuration not stated),0.0,102.2,-1.6,-3.3,-0.7,-1.2,-1.9,-1.4,46.8,-0.7
O=C(C[C@H]1C/C=C\CCC(=O)O[C@@H](c2ccccc2)CNC1=O)NCCO,0.7,107.3,-5.6,-6.6,-2.6,·,-0.2,-4.1,-1.6,0.3
O=C(COc1ccc(Cl)cc1)Nc1ncccn1,-1.0,89.8,-2.0,0.7,-5.9,-0.4,·,-3.3,27.6,-1.0
N#CC1=C(O)CCCn2c1nc1ccccc1c2=O,0.7,·,2.3,1.9,-4.3,8.5,0.0,-1.2,8.1,-3.7
CCN(CC)S(=O)(=O)c1ccc(NC(=O)c2ccc(N3CCCC3=O)cc2)cc1,0.8,116.4,-2.1,-0.4,0.4,-2.1,0.6,0.2,-1.3,-0.9

An excerpt; rates above refer to the full screens.
